aSyn yeast rescue: rescues yeast growth from alpha-synuclein toxicity; S. cerevisiae alpha-synuclein toxicity rescue, BacTiter-Glo growth, 24 h; Potency, µM (doses to about 46.1 µM), without a hit: at the highest dose growth rescue (activation), usual class: activators; 0.02% of 94,000 active; AID 1347070; active = well fitted activation curve with a large enough effect; inconclusive = small, poorly fitted or top-dose-only effect; also: 0% is about no effect
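Growth restoration measured by BacTiter-Glo luminescence after 24 hr at 30 deg C; alpha-synuclein yeast, raffinose-pregrown to mid-log, were added at OD600=0.02 in galactose medium onto pinned compounds.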
An asterisk follows results filed as active; ? = inconclusive. Potency is read from the fitted curve at half-maximal effect. An excerpt; rates above refer to the full screens.

no. | Structure | aSyn yeast rescue
1 | CSc1cccc(NC(=O)CN2C(=O)COc3ccc(Cl)cc32)c1 | 2.2%
2 | COc1ccc(-n2nnc3c(=O)n(CC(=O)N4CCCc5ccccc54)cnc32)cc1 | -5.5%
3 | CCC(=O)Nc1ccc(C(=O)NNC(=O)c2cc([N+](=O)[O-])cc([N+](=O)[O-])c2)cc1 | -5.9%
4 | CCOc1ccccc1NC(=O)CSc1ccc2nc(-c3ccccc3)cn2n1 | -8.3%
5 | CCCCOc1ccc(C(=O)Nc2cc(-c3ccc(C)cc3)no2)cc1 | -7.4%
6 | CCOc1ccc(C(=O)N(Cc2sccc2C)C2CCS(=O)(=O)C2)cc1 (stereo unspecified) | 3.2%
7 | CCN(C(=O)CSc1cc(C)c2ccccc2n1)C1CCS(=O)(=O)C1 (stereo unspecified) | -5.5%
8 | Cc1c(C(=O)N2CCc3ccccc32)cnn1C | 2.6%
9 | CC(C)=NNC(=O)c1c(O)c2ccccc2[nH]c1=O | 1.4%
10 | C[C@H](CO)N1C[C@H](C)[C@@H](CN(C)Cc2ccc(Cl)c(Cl)c2)OCc2cnnn2CCCC1=O | 1.0%
11 | CC1(C)NC(=O)N(CC(=O)N2CCCC(C(F)(F)F)C2)C1=O (stereo unspecified) | 1.3%
12 | Cc1ccc(-n2ncc3c(NCCC4=CCCCC4)ncnc32)cc1C | 6.5%
13 | CN(C)c1cccc(C(=O)NCC(c2ccco2)N(C)C)c1 (stereo unspecified) | 5.9%
14 | Cc1ccc(C2=CC(c3ccc(N(C)C)cc3)n3nnnc3N2)cc1 (stereo unspecified) | 4.9%
15 | Cc1cc(C(=O)CCC(=O)N(C)CC2COc3ccccc3O2)c(C)s1 (stereo unspecified) | 15.6%
16 | Cc1ccccc1Nc1c(-c2ccsc2)nc2c(C)cccn12 | -14.8%
17 | Cc1ccc(-n2nc3c(N4CCC(C(=O)N(C)Cc5ccccc5)CC4)nnc(C)c3c2C)cc1 | -2.9%
18 | C[C@@H]1CN([C@H](C)CO)C(=O)CCCn2nncc2CO[C@H]1CN(C)Cc1cccc(C(=O)O)c1 | -8.2%
19 | C=CCn1c(SCC(=O)NC2CCCC2)nc2sc(C)cc2c1=O | -13.6%
20 | C=CCc1ccc(O)c(-c2cc(CC=C)ccc2O)c1 | 10.0%
21 | Cn1c2ccccc2c2nnc(SCC(=O)NCc3ccoc3)nc21 | -4.3%
22 | Cc1cccc(-n2c(-c3ccco3)nc3c(cnn3-c3ccc(F)cc3)c2=O)c1 | 4.3%
23 | COc1ccc(S(=O)(=O)NCC(c2ccco2)S(=O)(=O)c2cccs2)cc1F (stereo unspecified) | -6.9%
24 | CCOc1cc(CNCCSc2nnnn2C)cc(Br)c1OCc1ccc(F)cc1 | -17.1%
25 | CCCS(=O)(=O)c1c(S(=O)(=O)CCC)c2cc(CC)ccn2c1C(=O)c1ccc(Cl)cc1 | -6.8%
26 | Cc1onc(-c2c(Cl)cccc2Cl)c1C(=O)Nc1ccc(Cl)cn1 | -3.6%
27 | CCCN(CCC)S(=O)(=O)c1ccc(C(=O)Nc2cccc(-c3nc4ccccc4[nH]3)c2)cc1 | -0.3%
28 | CCN(CC)C(=O)C1=C(C)N(CCCN2CCCC2=O)C(=O)C(CC(=O)NCc2cccs2)C1 (stereo unspecified) | 5.1%
29 | COc1cc2c(cc1OC)C(COc1cccc(C(F)(F)F)c1)N(C(=O)c1ccc(S(=O)(=O)N3CCCC3)cc1)CC2 (stereo unspecified) | 6.5%
30 | CCCCCn1c(CCCNC(=O)c2ccccc2OC)nc2ccccc21 | 0.2%

In a second layout: 4 of the compounds above
27: CCCN(CCC)S(=O)(=O)c1ccc(C(=O)Nc2cccc(-c3nc4ccccc4[nH]3)c2)cc1
  aSyn yeast rescue = -0.3%

28: CCN(CC)C(=O)C1=C(C)N(CCCN2CCCC2=O)C(=O)C(CC(=O)NCc2cccs2)C1 (stereo unspecified)
  aSyn yeast rescue = 5.1%

29: COc1cc2c(cc1OC)C(COc1cccc(C(F)(F)F)c1)N(C(=O)c1ccc(S(=O)(=O)N3CCCC3)cc1)CC2 (stereo unspecified)
  aSyn yeast rescue = 6.5%

30: CCCCCn1c(CCCNC(=O)c2ccccc2OC)nc2ccccc21
  aSyn yeast rescue = 0.2%

Next compounds follow:
no. | Structure | aSyn yeast rescue
31 | Cc1cccc(-c2noc(CN(C3CCCCC3)S(=O)(=O)c3ccc(F)cc3)n2)c1 | 3.4%
32 | CCOc1ccc(CNC(=O)CN2N=C(c3ccccc3)CCC2=O)cc1OC | -4.3%
33 | CCN(CC)C(=O)C1=C(C)N(Cc2ccc(OC)cc2)C(=O)C(CC(=O)NCc2cccc3ccccc23)C1 (stereo unspecified) | -6.9%
34 | O=C(c1ccccc1)N1CCN(C(=O)c2nn3c(C(F)(F)F)cc(-c4ccco4)nc3c2Cl)CC1 | 7.0%
35 | O=C(c1ccco1)N1CCC(c2nc3c(nnn3Cc3ccccc3Cl)c(=O)[nH]2)CC1 | 3.9%
36 | CCN(CC)S(=O)(=O)c1ccc2c(c1)nc(CN(C)C(=O)Nc1ccc(F)cc1)n2C | -16.4%
37 | Cc1nnc(NCc2ccc(Cl)cc2)c2c1nnn2Cc1ccc(F)cc1 | 6.5%
38 | Cc1cc(Cl)ccc1OCC(=O)N(Cc1ccc(N(C)C)cc1)C1CCS(=O)(=O)C1 (stereo unspecified) | -2.8%
39 | CCN(Cc1ccccc1)C(=O)CSc1ncn[nH]1 | -3.9%
40 | Cc1cccc(C(=O)NCc2nnc(SCC(=O)Nc3ccccc3F)n2-c2ccccc2)c1 | -1.5%
41 | CC1CCN(C(=O)CSc2nc(-c3ccccc3)no2)CC1 | 0.4%
42 | CC1=CC(=C(C#N)C#N)C=C(C)N1Cc1ccccc1 | 0.7%
43 | C[C@@H](NC(=O)C[C@@H]1C[C@@H]2c3cc(NS(=O)(=O)c4ccc(F)cc4)ccc3O[C@@H]2[C@@H](CO)O1)c1ccccc1 | 2.9%
44 | COc1cccc(N2CCN(C(=O)Cn3nc(C)n4c(cc5c(OC)cccc54)c3=O)CC2)c1 | -0.6%
45 | COc1ccc(N2c3ccccc3CN(Cc3ccccc3)[C@@H](C)[C@H]2Cc2cccnc2)cc1 | 12.0%
46 | Nc1nnnn1CC(=O)N/N=C/c1cc([N+](=O)[O-])ccc1Cl | 1.0%
47 | CCN1CCN(c2ccc(NC(=O)c3ccc(Cl)c(N4CCCC4=O)c3)cc2)CC1 | 8.7%
48 | COC(=O)C1C2OC(C(Br)C2Br)C1C(=O)OC (stereo unspecified) | 0.2%
49 | CC(=O)NCCNc1nc2c(-c3ccc(C)cc3)nnn2c2ccccc12 | -2.7%
50 | COc1ccc2cc(CNc3ccc(C)cc3)c(=O)n(CC(=O)Nc3ccc(C)cc3Cl)c2c1 | 5.3%
51 | COc1cc2ncc(C(=O)c3ccccc3)c(N3CCN(Cc4ccccc4)CC3)c2cc1OC | -9.7%
52 | CCOc1ncccc1C(=O)OCC(=O)N(CC(C)C)c1c(N)n(Cc2ccccc2)c(=O)[nH]c1=O | -6.4%
53 | COc1ccc(Cl)cc1NC(=O)N1CCN(Cc2cc(=O)n3nc(-c4ccccc4)sc3n2)CC1 | 4.0%
54 | COc1ccc(NC(=O)C2CCCN2S(=O)(=O)c2ccc3c(c2)CCCC(=O)N3)cc1Cl (stereo unspecified) | -2.5%
55 | O=C(Nc1nnc(CSCc2ccc(F)cc2)s1)c1ccc([N+](=O)[O-])cc1 | -8.3%
56 | Cn1c(CC(=O)Nc2ccc(F)cc2)nnc1SCC(=O)Nc1nncs1 | 4.2%
57 | COc1cc(OC)c(C(=O)Nc2cc(Cl)ccc2-n2cncn2)cc1OC | -5.4%
58 | CCOC(=O)Cc1csc(NC(=O)Cc2ccc(Br)cc2)n1 | -3.7%
59 | CCOc1ccccc1NC(=O)c1nc2nc(C)cc(C(F)F)n2n1 | 5.4%
60 | Cc1ccc(Cl)cc1N1CCN(C(=O)COc2cc(=O)n(C)c3ccccc23)CC1 | ?
61 | CC(=O)NCCc1ccc(S(=O)(=O)Nc2ccc(NC(=O)c3ccc(F)cc3)cc2)cc1 | 6.4%
62 | COc1ccc(S(=O)(=O)N2CCOC2CNC(=O)C(=O)NCc2cccnc2)cc1C (stereo unspecified) | 9.1%
63 | COC(=O)CC1Oc2ccc(C)cc2-n2cc(-c3ccc(F)cc3)nc21 (stereo unspecified) | -9.4%
64 | O=C(Nc1cccnc1)c1cc(-c2ccc(Cl)cc2)on1 | -8.8%
65 | Oc1cccc(-c2nc(-c3cccs3)c(-c3cccs3)[nH]2)c1 | -5.6%
66 | CC(C)COc1ccc(C(=O)OCC(=O)NCCC2=CCCCC2)cc1 | 0.4%
67 | COc1ccc(C2CC(=O)C(C=NCCN3CCN(C(=S)Nc4ccccc4)CC3)=C(O)C2)cc1 (stereo unspecified) | 13.1%
68 | CCOCCc1c(O)nc(SC)[nH]c1=O | 1.9%
69 | C#CCn1cc(/C=C2\NC(=O)NC2=O)c2ccccc21 | 10.6%
70 | COc1ccc(OCCNS(=O)(=O)c2cccc([N+](=O)[O-])c2)cc1 | 11.8%
71 | CCN(CC)S(=O)(=O)c1ccc(-c2cn3ccccc3n2)cc1 | -11.4%
72 | CN(Cc1ccccc1)C(=O)c1cc(S(=O)(=O)N2CCOCC2)cn1C | -4.6%
73 | CCCCCCc1c(C)nc(-n2[nH]c(C)c(CCO)c2=O)[nH]c1=O | 1.6%
74 | O=C(CSc1nnc(Cn2c(=O)sc3ccccc32)n1-c1ccccc1)N1CCCCCC1 | 3.9%
75 | COc1ccc(Cn2c(C(=O)O)c(CNC3CCC(C)CC3)c3ccc(C)cc32)cc1 (stereo unspecified) | 3.7%
76 | O=C(NS(=O)(=O)Oc1cccc(F)c1)OC[C@@H]1CCCN2CCCCC12 (stereo partly specified) | 1.4%
77 | O=C(NCCN1CCN(c2cccc(Cl)c2)CC1)Nc1ccccc1C(F)(F)F | 2.9%
78 | Cc1ccc(CNC(=O)c2cc3c(=O)n(Cc4ccco4)ccc3nc2C)cc1 | 0.1%
79 | O=C(Nc1nnc(-c2ccccc2)o1)C1CCCN1S(=O)(=O)c1cccs1 (stereo unspecified) | 6.4%
80 | CCCCC(=O)OC1=C(C(=O)c2ccccc2)N(CCC)S(=O)(=O)c2ccccc21 | 5.8%
81 | CCOc1ccccc1NC(=O)C1CCN(S(=O)(=O)c2ccc3[nH]c(=O)ccc3c2)CC1 | -5.5%
82 | Cc1csc2nc(COC(=O)CNC(=O)c3ccccc3Cl)cc(=O)n12 | -5.4%
83 | COc1ccc(N2CCN(c3nc4ccccc4n4c(C)nnc34)CC2)cc1 | -0.2%
84 | COc1ccc(S(=O)(=O)N(C)CC(=O)NCc2ccccn2)cc1 | -9.6%
85 | CCn1c(=O)cc(SCC(=O)NCc2ccccc2OC)c2ccccc21 | 1.4%
86 | Cc1ccc(S(=O)(=O)NC(C(=O)N2CCOCCOCCOCCOCC2)c2ccccc2)cc1 (stereo unspecified) | 3.4%
87 | O=C(Nn1c(-c2ccc(Br)cc2)nc2ccccc2c1=O)c1cccnc1 | -16.0%
88 | Cc1ccc(CNC(=O)/C=C/c2ccc(S(=O)(=O)NCc3ccco3)cc2)cc1 | 11.7%
89 | CC(C)C1C(=O)N(Cc2cn(CCC3OCCO3)nn2)CCS(=O)(=O)N1Cc1ccc(-c2ccncc2)cc1 (stereo unspecified) | -9.6%
90 | CCN(CC)Cc1oc(CO)cc(=O)c1O | -3.8%

Later entries
no. | Structure | aSyn yeast rescue
91 | Cc1cccnc1NC(=O)c1ccc(S(=O)(=O)N2CCCC2)cc1 | -6.6%
92 | CCOc1ccccc1NC(=O)CSc1ncc(S(=O)(=O)c2ccc(C)c(C)c2)c(N)n1 | 5.0%
93 | Clc1cccc(CNCCNCc2cccc(Cl)c2)c1 | 0.0%
94 | Cc1[nH]c2ccccc2c1C(=O)CSc1cccc[n+]1[O-] | -10.0%
95 | CCOC(=O)C1CCN(C(=O)C2CCN(S(=O)(=O)c3c(C)noc3/C=C/c3ccc(C)cc3)CC2)CC1 | 27.5%
96 | COc1ccc(C(=O)OCCOc2ccccc2C(C)=O)c(O)c1 | -7.4%
97 | COc1ccccc1CCNC(=O)C1(c2cccs2)CCOCC1 | 0.1%
98 | Cc1ccc(S(=O)(=O)n2nc(-c3ccco3)nc2N)cc1 | 11.6%
99 | CCCN(C(=O)c1cc(Cl)nc2ccccc12)C1CCS(=O)(=O)C1 (stereo unspecified) | -1.5%
100 | COc1ccc2[nH]c(=O)c(CN(Cc3cccnc3)C(=S)NCC3CCCO3)cc2c1 (stereo unspecified) | -11.4%
101 | CN1C(=O)c2ccccc2Sc2ccc(NC(=O)N3CCN(c4ccccc4F)CC3)cc21 | 8.6%
102 | CCN(CC)S(=O)(=O)c1cc(Cl)ccc1OC | 2.4%
103 | CCOC(=O)c1cnc2ccc(Cl)cc2c1Nc1ccc(N2CCOCC2)cc1 | -6.7%
104 | CC(=O)N1CCN(c2ccnc3cc(Cl)ccc23)CC1 | -3.0%
105 | Cc1ccc(C(=O)N(CC(=O)Nc2sc(C)c(C)c2C(N)=O)C2CCCC2)cc1 | 12.1%

From entry 103 up to 105, as listed above:
no. | Structure | aSyn yeast rescue
103 | CCOC(=O)c1cnc2ccc(Cl)cc2c1Nc1ccc(N2CCOCC2)cc1 | -6.7%
104 | CC(=O)N1CCN(c2ccnc3cc(Cl)ccc23)CC1 | -3.0%
105 | Cc1ccc(C(=O)N(CC(=O)Nc2sc(C)c(C)c2C(N)=O)C2CCCC2)cc1 | 12.1%

Following part
no. | Structure | aSyn yeast rescue
106 | CC(=O)N(C)C[C@H]1Oc2cc(Br)ccc2S(=O)(=O)N([C@H](C)CO)C[C@@H]1C | 8.9%
107 | Cc1ccc(NC(=O)CSc2ncn[nH]2)cc1C | 1.8%
108 | COc1cc(Cn2c(-c3ccc(O)c(OC)c3)nc3ccccc32)ccc1O | -3.1%
109 | Cc1nnc(SCC(=O)NCc2ccccc2Cl)c2nn(-c3ccccc3)c(C)c12 | 1.5%
110 | Cc1c(Cl)ccc2sc(N3CCN(C(=O)C(C)C)CC3)nc12 | -3.5%
111 | CSc1nc2ccc(NC(=O)CS(=O)(=O)c3ccccc3)cc2s1 | 7.4%
112 | NC(=O)CC1(c2ccccc2)CCCCC1 | 7.8%
